Screens from PubChem.
PLCg1 inh = PLC-gamma1 enzyme inhibitors, primary screen, biochemical, fluorescence, purified enzyme. inhibition, % at 12.2 µM. AID 720700, 2013. fluorogenic substrate. hit rate 0.84% among 370,000. 1-phosphatidylinositol 4,5-bisphosphate phosphodiesterase gamma-1 (Homo sapiens), P19174; in the data active = inhibition above about 9.5%
PLCb3 inh = human PLC-beta3 inhibitors, primary screen, biochemical, fluorescence; 1-phosphatidylinositol 4,5-bisphosphate phosphodiesterase beta-3 (Homo sapiens), Q01970; Purified PLC-beta3, fluorogenic substrate; inhibition, % at 12.2 µM; hit rate 0.18% among 370,000; AID 720704, 2013; in the data active = inhibition above about 11%;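 also: 0% = median of compound wells on plate and 100% = full blocker control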
Target sequence (Q01970 whole entry, looked up): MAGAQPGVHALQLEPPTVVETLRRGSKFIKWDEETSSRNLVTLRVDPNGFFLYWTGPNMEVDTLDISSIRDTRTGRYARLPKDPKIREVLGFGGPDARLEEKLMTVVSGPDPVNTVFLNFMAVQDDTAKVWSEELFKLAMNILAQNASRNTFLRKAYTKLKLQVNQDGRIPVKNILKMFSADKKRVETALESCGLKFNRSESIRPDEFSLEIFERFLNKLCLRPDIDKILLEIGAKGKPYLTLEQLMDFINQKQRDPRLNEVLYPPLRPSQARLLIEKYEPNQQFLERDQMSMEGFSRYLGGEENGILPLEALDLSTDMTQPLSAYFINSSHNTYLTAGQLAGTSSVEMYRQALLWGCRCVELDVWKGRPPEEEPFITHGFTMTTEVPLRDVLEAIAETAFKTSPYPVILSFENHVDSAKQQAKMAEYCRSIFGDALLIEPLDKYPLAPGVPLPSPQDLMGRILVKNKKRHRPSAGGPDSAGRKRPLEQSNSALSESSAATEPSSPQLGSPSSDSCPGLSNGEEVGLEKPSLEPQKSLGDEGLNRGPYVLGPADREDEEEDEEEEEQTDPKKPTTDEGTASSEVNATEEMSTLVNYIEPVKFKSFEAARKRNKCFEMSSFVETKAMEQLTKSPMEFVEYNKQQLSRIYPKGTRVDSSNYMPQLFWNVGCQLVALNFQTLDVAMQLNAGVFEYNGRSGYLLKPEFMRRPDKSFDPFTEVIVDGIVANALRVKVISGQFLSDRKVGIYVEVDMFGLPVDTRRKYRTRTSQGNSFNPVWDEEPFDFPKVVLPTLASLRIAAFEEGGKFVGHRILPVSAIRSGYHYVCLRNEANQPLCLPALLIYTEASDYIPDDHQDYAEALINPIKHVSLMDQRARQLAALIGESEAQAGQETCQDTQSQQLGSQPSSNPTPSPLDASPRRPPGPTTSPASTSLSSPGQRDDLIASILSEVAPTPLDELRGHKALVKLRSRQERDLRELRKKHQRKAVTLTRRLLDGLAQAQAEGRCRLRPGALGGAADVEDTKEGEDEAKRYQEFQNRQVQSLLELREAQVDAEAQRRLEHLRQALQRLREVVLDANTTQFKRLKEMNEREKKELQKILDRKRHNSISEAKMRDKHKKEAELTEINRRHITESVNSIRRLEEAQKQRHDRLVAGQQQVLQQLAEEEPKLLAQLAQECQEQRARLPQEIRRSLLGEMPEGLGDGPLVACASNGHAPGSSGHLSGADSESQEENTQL
DAX1 inh-1 = DAX1 (NR0B1) inhibitors on StAR promoter, primary screen, cell-based, luminescence, SF-1 (NR5A1), full-length DAX-1; HEK293T StAR-luciferase reporter, SF-1/DAX-1 repression relief; inhibition, % at 6.8 µM; hit rate 1.1% among 370,000; AID 652010, 2013;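 active = inhibition above the mean over all tested compounds plus 3 SD, cut at about 3.6% in these data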;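 also: 0% = DAX-1 cells with DMSO and 100% = cells lacking DAX-1 with DMSO; higher inhibition means more luminescence from relief of DAX-1 repression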
MBD2 DNA inh = inhibitors of MBD2 binding to methylated DNA, primary screen, biochemical, TR-FRET, DNA-binding domain, human; Methyl-CpG-binding domain protein 2 (Homo sapiens), Q9UBB5; MBD2 binding to methylated oligonucleotide; inhibition, % at 4.4 µM; hit rate 0.31% among 370,000; AID 686964, 2013; in the data active = inhibition above about 13%
DAX1 inh-2 = DAX1 (NR0B1) inhibitors, primary screen, cell-based, HEK293, Gal4-DAX1, luciferase luminescence; HEK293 Gal4-DAX1 luciferase reporter; inhibition, % at 6.75 µM; AID 504766, 2011; hit rate 0.99% among 340,000;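 active = inhibition above the mean over all tested compounds plus 3 SD, cut at about 4.2% in these data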;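 also: 0% = DAX1-transfected cells with DMSO and 100% = empty-vector control cells with DMSO; inhibition shows as a rise in luminescence from relieved DAX1 repression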
hgDAF12 agonist = H. glycines DAF-12 receptor agonists, primary screen, cell-based, luminescence, HEK293, GAL4 fusion, UAS-luciferase; HEK293 GAL4-hgDAF12 UAS-luciferase reporter, agonist luminescence; normalized to butyrate control; AID 687014, 2013; activation, % at 6.8 µM; Nuclear hormone receptor DAF-12 (Heterodera glycines), GAL4 fusion; hit rate 1.8% among 370,000;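 active = activation above a cutoff set at the mean of all screened compounds plus 3 SD, cut at about 10% in these data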;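 also: 0% = DMSO wells and 100% = sodium butyrate wells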
ADAM17 inh = ADAM17 inhibitors, primary screen, biochemical, QFRET. Disintegrin and metalloproteinase domain-containing protein 17 (Homo sapiens), P78536. recombinant ADAM17, EDANS/DABCYL FRET peptide cleavage. inhibition, % at 6.95 µM. hit rate 0.83% among 370,000;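 active = inhibition above the mean of compounds lying between control limits plus 3 SD, set per campaign, cut at about 8.5% in these data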;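 also: 0% = DMSO-only wells as the low control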
SMARCA2 activ = SMARCA2 (BRM) function activators, primary screen, cell-based, luminescence, high throughput; activation, % at 9.1 µM; hit rate 1% among 370,000; MG213 cells, MMTV-luciferase reporter, dexamethasone, overnight; in the data active = activation above about 7.8%;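 also: 0% = vehicle wells and 100% = reference activator wells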
ssDAF12 agonist = S. stercoralis DAF-12 nuclear receptor activators, primary screen, cell-based, luminescence, HEK293, GRIP1 co-expression, lit1-tk-luc. Nuclear hormone receptor DAF-12 (Strongyloides stercoralis). hit rate 1% among 370,000. activation, % at 6.8 µM. HEK293 ssDAF-12/GRIP1 lit1-tk-luc reporter; % of 3 µM dafachronic acid response;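 active = activation above the mean over all tested compounds plus 3 SD, cut at about 0.9% in these data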;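 also: 0% = DMSO-only wells and 100% = 3 µM delta7-dafachronic acid wells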
NR1D1 modulator = modulators of Rev-erb alpha DNA binding, primary screen, biochemical, FITC-DNA, fluorescence polarization, uHTS; Rev-erbα–FITC-DNA binding, 90 min; Nuclear receptor subfamily 1 group D member 1 (Homo sapiens), P20393; hit rate 0.79% among 370,000; activity, % at 10 µM;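 active = activity above about 14%, limit read from the data; passing the limit was not always enough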;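 also: 0% = DMSO wells with 35 nM protein and 100% = DMSO wells with 750 nM protein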
hcDAF-12 act = H. contortus DAF-12 nuclear receptor activators, primary screen, cell-based, luminescence, HEK293, lit1-tk-luc reporter; HEK293 hcDAF-12 lit1-tk-luc reporter; 0% DMSO, 100% Δ7-dafachronic acid; activation, % at 6.8 µM; hit rate 1.4% among 370,000;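 active = activation above the mean of all tested compounds plus 3 SD, cut at about 5.5% in these data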;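 also: 100% = response to 3 µM Δ7-dafachronic acid high control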
The depositor's hits bear a star; i = inactive; . = not tested or not shown.

structure,PLCg1 inh,PLCb3 inh,DAX1 inh-1,MBD2 DNA inh,DAX1 inh-2,hgDAF12 agonist,ADAM17 inh,SMARCA2 activ,ssDAF12 agonist,NR1D1 modulator,hcDAF-12 act
CCC(=O)Nc1ccccc1N1CCN(c2ccc(F)cc2)CC1,-0.3,-10.3,-0.3,3.3,-0.1,0.0,-3.1,-3.5,-1.4,5.7,-1.6
COC(=O)c1ccccc1NC(=O)NCC1CCCO1 (stereo not drawn),-5.4,-5.1,-0.1,-3.3,-0.9,2.2,-7.2,1.0,-1.1,2.4,-0.1
CC(C)(C)OC(=O)N/N=C/c1ccc(N2CCOCC2)s1,-10.9,-17.4,0.4,0.7,0.0,10.3,-9.0,1.8,-0.2,6.3,0.7
COc1cccc(NC(=O)Nc2nnc(CC(=O)NCc3ccccc3)s2)c1,3.1,5.7,-0.8,-5.3,-2.5,1.0,1.6,-3.2,-1.0,5.7,1.3
CC(Oc1cc2oc(=O)cc(-c3ccccc3)c2cc1Cl)C(=O)NCC1CCC(C(=O)O)CC1 (stereo not drawn),-17.8,-24.4,0.0,3.2,2.9,0.8,-11.2,0.1,-1.7,1.3,-0.8
CCOc1ccc(N(CC(=O)Nc2ccc(Cl)cc2)S(C)(=O)=O)cc1,-2.3,1.8,-0.1,1.4,0.4,1.6,2.1,-1.3,-0.9,4.3,-0.2
O=C(CCCCCn1c(=S)[nH]c2ccc(N3CCOCC3)cc2c1=O)NCCc1ccccc1,-231.6,-251.9,0.2,0.3,-0.6,0.3,-18.7,-1.6,-0.9,-0.8,-0.3
COc1ccccc1CNCCS(=O)(=O)NCc1ccccc1OC,1.4,3.3,0.0,0.1,1.8,1.0,-0.6,3.1,-1.0,2.9,-1.1
Cc1ncc(CSc2nnnn2-c2ccccc2)c(N)n1,-1.4,0.0,0.8,-3.1,-0.7,-0.4,-1.6,-3.4,-1.3,-4.4,-2.2
CCCNC(=O)Nc1ccc2c(c1)C(=O)N(C)[C@H]1CC[C@@H](CC(=O)OC)O[C@H]1CO2,-1.1,-0.9,-0.7,-1.4,.,4.1,-7.0,-1.0,-0.6,-1.8,-0.4
Cc1ccc2c(c1)C1CN(C)CCC1N2C(=S)Nc1ccc(Cl)cc1Cl (stereo not drawn),0.4,-3.3,0.2,5.4,0.6,-2.5,-0.6,-4.0,-1.3,-2.6,0.5
COc1cc(Cl)ccc1OCc1cc(C(=O)N2CCC(N(C)C)C2)no1 (stereo not drawn),-0.1,-3.5,0.3,3.9,0.1,-1.8,-2.0,-1.7,-0.6,-1.9,-0.8
COc1ccccc1NC(=O)Cn1cnc2c1c(=O)n(C)c(=O)n2C,1.0,0.6,0.5,-4.9,1.2,-1.1,-1.0,0.4,-1.1,3.5,-0.7
CCc1nc(SCC(=O)Nc2ccccc2Cl)n[nH]1,2.1,-5.5,-0.2,6.8,-0.2,0.9,-5.4,-1.5,-1.1,3.1,-0.7
N#Cc1c(C#N)c(O)c2ccccc2c1O,-15.5,-27.9,-0.2,-5.2,-0.5,-0.6,-1.7,-2.9,-0.7,-0.7,1.8
CCn1c(CC(=O)Nc2ccc(Cl)c(Cl)c2)nnc1SCc1ccc(Cl)cc1,2.4,0.6,0.3,5.0,0.7,-2.0,-0.4,0.1,-0.7,1.1,-0.3

Taken from above:
`O=C(CCCCCn1c(=S)[nH]c2ccc(N3CCOCC3)cc2c1=O)NCCc1ccccc1` | ADAM17 inh: -18.7
`CCOc1ccc(N(CC(=O)Nc2ccc(Cl)cc2)S(C)(=O)=O)cc1` | hgDAF12 agonist: 1.6

Further compounds follow.
structure,PLCg1 inh,PLCb3 inh,DAX1 inh-1,MBD2 DNA inh,DAX1 inh-2,hgDAF12 agonist,ADAM17 inh,SMARCA2 activ,ssDAF12 agonist,NR1D1 modulator,hcDAF-12 act
Cc1cc(C)cc(NC(=S)NCC2CCN(C(C)c3ccccc3)C2)c1 (stereo not drawn),-0.2,-5.2,0.7,-1.8,-0.5,-0.7,-2.9,1.4,-1.1,-7.8,0.6
Cc1ccc(C(C)NC(=O)c2ccc3c(c2)OCCO3)cc1C (stereo not drawn),2.3,-13.1,-0.8,5.4,-0.3,-0.8,-8.2,-1.6,-0.6,-1.7,-2.9
CNc1cncc(-c2ccc(NS(C)(=O)=O)cc2)n1,i,i,-2.7,-1.5,.,20.8*,i,-2.4,-1.3,-5.0,-1.3
CN(C)Cc1cn(-c2cccc(-c3noc4c3C(=O)N(CC(=O)N3CCOCC3)CC4)c2)nn1,0.8,2.4,-0.5,2.9,.,-2.7,-2.6,-2.4,-1.1,1.6,0.8
COCc1cc(C)nc(N2CCCCC2)c1C#N,-36.8,-45.3,-0.4,-0.3,0.5,-0.3,-35.5,1.8,-0.4,1.8,-0.9
Cc1nc(Nc2ccccc2F)c2nnn(Cc3ccccc3Cl)c2n1,-3.2,-3.1,-0.1,-3.5,1.0,-0.1,0.4,-0.8,-0.9,-3.1,-0.6
NC(=O)CSc1nnc(-c2cccc(S(=O)(=O)N3CCOCC3)c2)o1,2.2,2.4,-0.1,4.8,0.9,2.4,-4.4,-3.5,-0.9,-2.9,-0.1
COc1ccc(-c2csc(C(C)(O)c3cccnc3)n2)cc1 (stereo not drawn),-1.1,-5.5,-4.3,-4.3,.,-3.3,-1.6,-4.0,-1.7,6.8,-1.3
O=C(NN1CCOCC1)c1ccccc1,2.2,-3.4,-0.8,1.7,0.5,1.3,-4.9,-3.2,-0.7,4.1,-0.1
O=C(Nc1nc(-c2ccc(F)c(F)c2)cs1)Nc1ccc(F)cc1F,10.0*,2.8,-0.1,-5.0,0.2,-0.6,2.6,-0.9,-1.4,-14.5,-1.2
CCCn1c(SC(C)C(=O)NCC2CCCO2)nc2cc(Cl)ccc2c1=O (stereo not drawn),-3.4,5.6,-1.8,-1.3,-0.5,-1.1,-1.5,1.7,-1.4,6.5,-0.4
Cc1noc(C)c1C(=O)N1CCC1(C)C(=O)NS(=O)(=O)Cc1cccc(Cl)c1 (stereo not drawn),3.0,6.0,0.5,-0.8,.,2.9,1.9,-0.7,-0.9,9.0,-0.1
Cc1c([N+](=O)[O-])c(C(=O)NC2CCCC2)nn1C,-0.7,-9.5,-1.2,1.6,0.2,5.8,-3.3,-1.9,-0.8,-1.8,-1.2
C[C@@H]1[C@@H](O)C[C@@]2(C[C@H](O)c3ccccc3O2)O[C@H]1c1ccccc1,1.5,-1.6,-0.1,-1.6,.,-0.8,3.3,-2.0,-0.9,6.0,0.3
CC(=O)N1CCC(=NNC(=O)c2cc3ccccc3cc2O)CC1,-71.5,-117.9,-0.4,3.3,0.6,1.0,-3.3,-1.3,-1.6,3.5,0.0
CC(C)CNS(=O)(=O)CC1NCc2cc3c(cc21)OCO3 (stereo not drawn),-1.1,-2.1,-0.6,1.5,.,0.1,-7.1,-2.9,-0.8,0.5,-2.3
CSCC[C@H](NC(=O)OC(C)(C)C)C(=O)N1CCC(C(=O)N[C@@H](C)C(=O)NC(C)c2ccccc2)CC1 (stereo partly drawn),4.2,9.7,-0.4,1.1,8.3*,2.4,1.8,1.0,-1.6,4.2,-1.8
O=C(Nc1nccs1)C12CC3CC(C1)CC(C(=O)Nc1nccs1)(C3)C2,0.2,6.2,-1.9,-5.5,-1.4,-5.4,1.3,-1.1,-2.0,0.9,0.5
CCN(CC)S(=O)(=O)c1cccc(-c2nnc(C(=O)c3ccc(C(F)(F)F)cc3)o2)c1,-2.7,-0.6,-0.4,-9.0,-0.9,1.1,-1.5,0.3,-0.6,-1.2,-0.8
C=Cc1ccc(C(=O)N2CCCC(CCC(=O)N3CCN(c4ccccn4)CC3)C2)cc1 (stereo not drawn),3.0,-4.2,-2.3,3.6,-1.1,-1.0,0.4,-0.9,-0.9,-23.1,-0.3
CCCCOC(=O)c1ccc(NC(=O)C(CCS(C)(=O)=O)NC(C)=O)cc1 (stereo not drawn),7.5,4.1,-0.5,7.8,-0.1,-0.5,-4.4,0.6,-1.3,2.2,-1.5
NC(=O)C1CCN(C(=O)c2cc3ccccc3cc2O)CC1,-48.5,-59.7,2.0,-1.7,1.1,1.1,-7.1,-0.5,-0.5,-0.3,1.4
CCCC1CCC2(CC1)CCC2OC(=S)Nc1cccc(Cl)c1 (stereo not drawn),1.9,-2.5,.,5.5,.,-2.9,-5.4,.,-1.6,6.1,-1.9
Cc1ccc2c(CC(=O)NCCc3ccc(S(N)(=O)=O)cc3)coc2c1,3.6,-4.9,-0.7,-0.7,-0.6,-4.6,-1.9,2.2,-2.1,0.2,0.2
O=C(COC(=O)c1ccco1)Nc1nc2c(F)c(F)c(F)cc2s1,-9.7,-16.8,0.1,0.4,-0.8,0.1,-1.4,3.4,-1.0,11.1,0.0
O=C(Cn1c(=O)[nH]c2ccccc2c1=O)Nc1cccnc1,1.2,-8.2,-0.2,-2.1,0.5,0.7,-7.4,-1.8,-1.1,-0.9,-0.1
CCOC(=O)Cc1csc(NS(=O)(=O)c2cc(Cl)ccc2Cl)n1,-12.8,-24.4,0.4,0.0,-0.3,-0.1,-1.1,-1.3,-0.5,0.5,-1.9
CCc1ccc(NC(=O)/C(C#N)=C\c2ccc(OC)c(C(=O)O)c2)cc1,2.5,1.8,0.1,3.5,0.3,-2.3,-1.4,-1.8,-1.2,-3.0,0.6
O=S(=O)(NCC1CCCO1)c1ccc(-c2ccc(Cl)cc2)cc1 (stereo not drawn),-1.0,-4.9,-1.5,0.3,-3.2,-4.1,5.2,-3.1,-0.9,-6.4,-3.6
O=C(NCc1ccco1)/C(=C/c1ccc([N+](=O)[O-])cc1)NC(=O)c1ccco1,-6.8,-13.3,-0.4,-0.5,-0.5,0.2,-2.1,-3.9,-0.9,0.7,-1.8
Clc1ccc(CN2CCCCCCC2)cc1Cl,0.0,3.3,0.6,8.2,1.1,0.2,-1.0,1.0,-1.3,-3.8,-1.4
O=C(Nc1ccc2oc(-c3cccnc3)nc2c1)c1ccc2c(c1)OCCO2,-59.2,-67.6,-0.8,10.1,-3.1,-1.3,-9.0,0.3,-1.4,-31.6,-5.4
